High-throughput results deposited in PubChem by National Center for Advancing Translational Sciences (NCATS).
HCV inh = HCV inhibition; Potency, µM (top dose mostly 41.8 µM), for the others: at the highest dose activity change, negative = inhibition, hits mostly inhibitors; Huh7.5.1 HCVcc-Cre infection, luciferase reporter, 44 h; hit rate 3.4% among 340,000; active = well fitted inhibition curve with a large enough effect; inconclusive = small, poorly fitted or top-dose-only effect, or another doubt; inactive = no such curve, though single readings can be large or run the other way
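Antiviral activity was scored by luciferase reporter output from cells infected with HCVcc-Cre (~0.5 moi) in presence of compound, 44 h infection period, cells seeded 1,000/well 4 h prior.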
* marks the source's active call; other numbers are inactive results; ? = inconclusive; [ ] = another dose, or the depositor's remark. % is scaled to controls: 0 for no effect and ±100 for the full control effect; potency is read from the fitted curve at half-maximal effect.

canonical_smiles | HCV inh
COc1cc([N+](=O)[O-])c2nc(C=NNC(N)=S)ccc2c1 | ?
CC(C)N(C(=O)[C@H]1C[C@H](CC(=O)NCCCN(C)C)C(=O)N2CCc3c([nH]c4cc(-c5ccco5)ccc34)[C@]12C)C(C)C | 8.9µM*
COc1cc(/C=C/c2ccc(/C=C/c3cc(OC)c(OC)c(OC)c3)cc2)cc(OC)c1OC | ?
O=C(Cn1cnc2c(OCc3ccccc3)ncnc21)NCCCn1ccnc1 | 5%
Cc1ccc(C(=O)NC(C)C2CC3CCC2C3)cc1 (centres undefined) | -9%
COCCn1c(N)c(N(Cc2ccccc2)C(=O)c2ccc(N3CCCC3=O)cc2)c(=O)[nH]c1=O | 8%
CCC(CC)c1nnc(NC(=O)c2cc([N+](=O)[O-])ccc2N2CCOCC2)s1 | -5%
Nc1c(Br)cc2c(c1Br)C(O)c1ccccc1-2 (centres undefined) | ?
Clc1ccc(CNc2ncnc3[nH]ncc23)c(Cl)c1 | ?
COC(C[C@H]1O[C@@H]1[C@H](O)[C@H](C)OCc1ccccc1)OC | 27%
COC(=O)c1cc2ccccc2c([N+](=O)[O-])c1O | 9%
COC(=O)C1CCc2c(ccc3c2CCCC3)C1=O (centres undefined) | -26%
COC(=O)C1=C(c2cc3ccccc3o2)C[C@@H]2CC[C@H]1N2C(=O)NCc1cccc2ccccc12 | ?
C=CCN1C=CC(=O)[C@@H](OC(=O)Nc2ccc(Br)cc2)[C@H]1c1ccccc1Br | -27%
Cc1cc(C)nc(NC(=S)NC(=O)c2ccccc2F)n1 | 0%
CSc1nc(N)nc2c1ncn2C1OC(CO)C(O)C1O (centres undefined) | -2%
CN1CCN(C2=C(Cl)C(=O)c3ccccc3C2=O)CC1 | 7.1µM*
O=C1[C@H](Cc2ccccc2)NCCCC[C@@H](c2ccco2)N1Cc1ccccc1 | -6%
O=C1OCCN1c1ccccc1 | 3%
CCCCCOc1ccc(/C=N/NC(=O)c2nnn(-c3nonc3N)c2CN2CCCCCC2)cc1 | 7%
Cc1cc(NC(=O)COC(=O)/C=C/c2ccc(C)o2)no1 | 1%
Cn1c(-c2ncc(F)cc2F)cc2onc(-c3c(F)cccc3Cl)c2c1=O | 14%
CCN(C(=O)COC(=O)C1COc2ccccc2O1)c1c(N)n(Cc2ccccc2)c(=O)[nH]c1=O (centres undefined) | 13%
Cc1cc(NC(=O)c2ccc(C(C)(C)C)cc2)no1 | 14%
C[C@]12CC[C@H](O)CC1=CCC1C2CC[C@@]2(C)C1CC[C@@H]2NC(=O)[C@@H](N)Cc1cnc[nH]1 (some centres undefined) | 9%
CCOC(=O)Cn1c(C(F)(F)F)nc2nc(Cl)c(Cl)nc21 | ?
Cc1cccc(Nc2nnc(SCC(=O)NCC3CCCO3)s2)c1 (centres undefined) | 6%
O=C(Nc1ccccc1)N(CCc1ccncc1)C1CCCCC1 | 3%
CN1C(=O)NC(=O)C(N=Nc2ccc(Cl)cc2)C1=O (centres undefined) | -4%
O=C(COC(=O)Cc1c(F)cccc1Cl)NNC(=O)c1ccccc1 | 7%

An excerpt of these results, as labelled records.
Cc1cc(NC(=O)c2ccc(C(C)(C)C)cc2)no1
- HCV inh = 14%

C[C@]12CC[C@H](O)CC1=CCC1C2CC[C@@]2(C)C1CC[C@@H]2NC(=O)[C@@H](N)Cc1cnc[nH]1 (some centres undefined)
- HCV inh = 9%

CCOC(=O)Cn1c(C(F)(F)F)nc2nc(Cl)c(Cl)nc21
- HCV inh = ?

Back to the main list, starting 3 compounds before the break.
canonical_smiles | HCV inh
O=C(Nc1ccccc1)N(CCc1ccncc1)C1CCCCC1 | 3%
CN1C(=O)NC(=O)C(N=Nc2ccc(Cl)cc2)C1=O (centres undefined) | -4%
O=C(COC(=O)Cc1c(F)cccc1Cl)NNC(=O)c1ccccc1 | 7%
Cc1ccc(S(=O)(=O)N2CCOCC2)cc1NC(=O)COC(=O)Cc1ccc(Cl)cc1 | 17%
C=CC[C@@H](CC(=O)NCCO)C(=O)NC[C@@H](OC(=O)[C@H](CC=C)CC(=O)OC(C)(C)C)c1ccccc1 | 15%
O=C(CCCOC(=O)c1ccc(O)cc1)c1ccccc1 | 18%
COc1cc(/C=C/C(=O)O)cc(S(=O)(=O)NNC(=O)c2cc(C)oc2C)c1OC | 12%
ON=C1CCCCCCCC1 | 20%
COC(=O)C1CC2=C(CCCC2=O)N(c2ccccc2)C1=O (centres undefined) | ?
CC(C)NC(=O)N(C)C[C@@H]1Oc2c(NC(=O)Nc3ccccc3)cccc2C(=O)N([C@H](C)CO)C[C@H]1C | -15%
CC[C@]12C(=O)N(C)C[C@H]([C@@H]3C(=O)N(C)C(=O)[C@@H]31)N2C(=O)c1ccccc1 | 11%
O=C(NCCNC(=O)Oc1cccc2ccccc12)Oc1cccc2ccccc12 | 19%
CNC(=O)c1cc2cc(Cl)cc(OC)c2oc1=O | 13%
CC1=NN(c2cc(Cl)c(S(=O)(=O)O)cc2Cl)C(=O)C1 | 0%
O=C(O)c1cc(N2CCCCC2)ccn1 | 24%
CCC/C(=C1/c2ccccc2C(=O)N1c1ccccc1)c1ccc2[nH]ccc2c1 | ?
CCOC(=O)c1ccccc1NC(=O)CSc1nc2ccccc2c(=O)n1CCCN1CCOCC1 | ?
Cn1c(N)c(C(=O)CSc2nnc(C3CC3)n2Cc2ccccc2)c(=O)n(C)c1=O | -9%
Cc1ccc(NC(=O)COC(=O)Cc2ccc(Br)cc2)cc1S(=O)(=O)N1CCOCC1 | 10%
CN(Cc1cccc(F)c1)C(=O)C1CC(=O)N(c2ccc3c(c2)OCCO3)C1 (centres undefined) | 3%
Cc1ccc(C(=O)NCC(C)NC(=O)c2ccc(C)c([N+](=O)[O-])c2)cc1[N+](=O)[O-] (centres undefined) | -13%
ON=C(CCc1ccccc1)c1ccccc1 | 14%
O=C(Nc1cc(-c2ccccc2)nn1-c1c(Cl)cccc1Cl)c1ccc(F)cc1 | ?
CSc1ccccc1C(=O)OCC(=O)Nc1ccc(N2CCOCC2)cc1 | 12%
Cc1cc(C(=O)NC2CCCCCCC2)ccc1[N+](=O)[O-] | 14%
CCC1(CC)CNC(=O)NC1 | 8%
CC(NC(=O)c1ccccc1Cl)c1ccc(-n2ccnc2)cc1 (centres undefined) | 18%
CN(C)CCC(Oc1ccccc1OCc1ccccc1)c1ccccc1 (centres undefined) | -9%
CC(C)(C)S(=O)(=O)N1C[C@H]2CC/C=C\C/C(c3ccccc3)=C\2[C@@H]1CCO | ?
O=C1Nc2ccc(Br)cc2C12OCCO2 | 6%
CC(C)[C@H](NC(=O)c1ccccc1)C(=O)OCC(=O)NCC1CCCO1 (some centres undefined) | 4%
COC(=O)C[C@H]1c2cc(F)ccc2S(=O)(=O)N1Cc1ccccc1OC | 11%
O=C(Nc1ccccc1)OCCOc1ccc(Cl)cc1Cl | -14%
CCN(CC)C(=O)[C@H]1C[C@H](CC(=O)NCc2ccc(OC)c(OC)c2)C(=O)N2CCc3c([nH]c4ccc(Cl)cc34)[C@]12C | ?
COc1cccc2c1CCC1=CC(=O)CCC12C (centres undefined) | -7%
CCOc1ccc(NC(=O)COC(=O)c2n[nH]c3ccccc23)cc1 | -15%
Oc1cc(Cl)c(Cl)c(Cl)c1Cl | 10%
COc1cc(C)ccc1OCC(=O)OCC(=O)c1[nH]c(C)c(C(C)=O)c1C | -5%
Clc1cccc(-c2ccc(-c3nc4ccccn4c3NCc3ccccc3)cc2)c1 | 14µM*
CN(c1ccc(C(=O)NC2CCCCC2)cc1)S(=O)(=O)c1ccccc1 | ?
CC=C(C)C(=O)OC1CCN2CC=C(COC(=O)C(O)(C(C)OC)C(C)(C)O)C12 (centres undefined) | 10%
CCN1C(=O)[C@H]2[C@@H](c3ccc(-c4ccc(OC)cc4)c(OC)c3)N[C@@](CC(C)C)(C(=O)OC)[C@H]2C1=O | ?
C[C@H](CO)N1C[C@H](C)[C@@H](CN(C)Cc2ccc(Cl)c(Cl)c2)Oc2c(NS(=O)(=O)c3ccc(F)cc3)cccc2C1=O | ?
CC(C)NC(=O)N(C)C[C@@H]1Oc2c(NC(=O)C3CCOCC3)cccc2C(=O)N([C@@H](C)CO)C[C@H]1C | 5%
COc1ccc(N=Nc2c(C)[nH]c3ccccc23)cc1 | 7.1µM*
O=[N+]([O-])c1ccc(C=NNC(=S)NN=Cc2ccc([N+](=O)[O-])cc2)cc1 | -7%
CCN(CC)S(=O)(=O)c1ccc(NC(=O)COc2cccc(-n3cnnn3)c2)cc1 | -18%
COc1ccc(CCNC(=O)c2cc3c(=O)n4ccccc4nc3n(CC3CCCO3)c2=N)cc1 (centres undefined) | ?
CCCn1nc(C(=O)NNC(=O)c2cccc(C)c2)c2ccccc2c1=O | -16%
CC(C)(C)OC(=O)C[C@@H]1C/C=C\C[C@H](CC(=O)NCCO)C(=O)N[C@@H](Cc2ccccc2)COC1=O | 6%
CC(CSc1n[nH]c(=S)s1)c1ccccc1 (centres undefined) | 11%
CCOc1ccc(C(=O)Cc2ccccc2)cc1 | ?
CC(C)(C)OC(=O)C[C@@H]1C/C=C\C[C@H](CC(=O)N[C@H](CO)Cc2ccccc2)C(=O)N[C@H](C(C)(C)C)COC1=O | 15%
O=[N+]([O-])c1ccc(Cl)c(S(=O)(=O)/N=C(/Nc2cccnc2)c2ccccc2)c1 | -4%
O=C1OC(c2ccccc2)=N/C1=C/c1cccc(OC(=O)c2cccs2)c1 | -5%
CC(=O)NCCc1ccc(C(=O)COC(=O)c2cc(C)oc2C)cc1 | 15%
O=c1cc(-c2ccc(O)cc2)oc2c(-c3c(O)cc(O)c4c(=O)cc(-c5ccc(O)cc5)oc34)c(O)cc(O)c12 | 19%
CC(NC(=O)COC(=O)C12CC3CC(CC(Br)(C3)C1)C2)c1ccccc1 (centres undefined) | 10%
CCN(c1ccccc1)S(=O)(=O)c1cc(C(=O)OCC(=O)c2c(N)n(C)c(=O)n(C)c2=O)ccc1C | ?
Cc1ccc(S(=O)(=O)N(C)C)cc1NC(=O)C(C)OC(=O)C1CCC1 (centres undefined) | -7%
COc1ccc(-c2csc(NC(CO)c3nc4ccccc4n3CCCO)n2)cc1 (centres undefined) | ?
Cc1cc(C)c(C)c(S(=O)(=O)Nc2cccc(S(=O)(=O)Nc3ccccc3C(=O)O)c2)c1C | 19%
Clc1ccc(Oc2nc(N3CCOCC3)nc(N3CCOCC3)n2)c(C2CCCCC2)c1 | 19%

(next part)
canonical_smiles | HCV inh
CC1CCN(C(=O)c2ncn(C)c2C(=O)N2CCC(C)CC2)CC1 | -3%
CSc1nc(O)c(C(c2ccc(F)cc2)c2c(O)nc(SC)[nH]c2=O)c(=O)[nH]1 | 13%
Cn1c(N)c(C(=O)CSc2nnc(C3CC3)n2-c2ccccc2)c(=O)[nH]c1=O | 9%
CC(Sc1ccccc1)C(=O)N/N=C/c1ccccc1 (centres undefined) | 0%
CCC1(c2ccccc2)NC(=O)N(CC(=O)NC2CCCCCC2)C1=O (centres undefined) | -11%
O=C(Cc1ccc(NC(=O)C2CCN(C(=O)c3ccccc3)CC2)cc1)Nc1cccc(C(=O)N2CCCC2)c1 | -11%[8.37 µM]
CC(C)CNC(=O)C1Nc2ccc(OC(F)(F)F)cc2C2C=CCC12 (centres undefined) | -20%
CC[C@@]1(C(=O)OC)N[C@H](CN(C)C(=O)c2ccc(C)cc2)[C@@H]2C(=O)N(C)C(=O)[C@@H]21 | ?
Cc1nc(CC(=O)NNS(=O)(=O)c2cccc(Cl)c2Cl)cs1 | 18%
CC(=O)c1cccc(OCC(=O)N(C)CC(=O)NCc2ccco2)c1 | -9%
O=C1C(Cc2ccccc2)Nc2ncnc(N3CCCCC3)c2N1Cc1ccc(Br)cc1 (centres undefined) | -14%
CCN1C[C@@H]2[C@@H]3C(=O)N(Cc4ccccc4)C(=O)[C@@H]3[C@](C)(C1=O)N2C(=O)c1ccc(C(C)(C)C)cc1 | 8%
CC(=O)NC1CC2CCCC(C1)N2C(=O)Nc1cccc(C)c1 (centres undefined) | 0%
CCN(CC)S(=O)(=O)c1ccc(N2CCOCC2)c(NC(=O)c2ccco2)c1 | -22%
O=C(NCCCCc1ccccc1)NC[C@@H]1CC[C@@H](Cc2ccc(-c3ccccc3)cc2)O1 | ?
Cc1nc(-c2ccc(F)cc2)c(CC(=O)N(C)CC(=O)Nc2ccc(Cl)c(C(F)(F)F)c2)s1 | -12%
C#CCOCCOCCOCCNc1nc(N2CCN(C(=O)[C@H]([C@@H](C)CC)n3cc(CCCN=C(N)N)nn3)CC2)nc(N2CCN(C(=O)[C@H]([C@@H](C)CC)n3cc(CCC(=O)O)nn3)CC2)n1 | 3%[8.37 µM]
COc1ccc2ccccc2c1C1NC(=O)c2ccccc2N1 (centres undefined) | 2%
C[C@H]1COC(=O)[C@H](Cc2ccc(F)cc2)C/C=C\C[C@@H](CC(=O)N(CCO)Cc2ccccc2)C(=O)N1 | -24%
CC(C)CC(CO)NS(=O)(=O)c1cccc(Cl)c1F (centres undefined) | -21%
O=C(NCC(c1cccs1)N1CCOCC1)c1cccc(S(=O)(=O)Nc2ccc(F)cc2)c1 (centres undefined) | -23%
COc1cc2c(c3ccccc13)CCCC2=O | ?
CCCNC(=O)N1CCN(S(=O)(=O)c2ccc(C)c(C)c2)CC1 | 16%
CCOc1ccc(NC(=O)c2ccc(NS(=O)(=O)c3cccc4cccnc34)cc2)cc1 | ?

Not all compounds are listed. The share of hits here may be higher or lower than overall.
